Assay outcomes (PubChem BioAssay)
Eya2 inh: qHTS Assay for Inhibitors of the Phosphatase Activity of Eya2 | Potency, µM (series often up to 76.9 µM), for inactives: at the highest dose activity, negative = inhibition, most hits filed as inhibitors | Protein phosphatase EYA2 (Homo sapiens), O00167 | recombinant Eya2, OMFP fluorescence dephosphorylation (OMFP is methylfluorescein phosphate) | hit rate 0.006% among 330,000; further: potency means the concentration at half of the fitted maximal effect; on the % scale 0 is the no-effect control and ±100 the full control effect
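Eya2 protein (added as 0.2 uM solution) was preincubated with compound for 10 min at ambient temperature in 50 mM HEPES pH 7.5, 50 mM NaCl, 5 uM MgCl2, 0.05% BSA, 1 mM DTT. OMFP (added at 50 uM) then reacted 10 min; fluorescence read at 485/525 nm.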
ELG1 genotox: qHTS screen for small molecules that induce genotoxicity in human embryonic kidney (HEK293T) cells expressing luciferase-tagged ELG1 | HEK293T ELG1-luciferase reporter, luminescence, 16 h | Potency, µM (series often up to 46 µM), for inactives: at the highest dose activity change, positive = activation, usual class: activators | hit rate 1.3% among 330,000; further: potency means the concentration at half of the fitted maximal effect; % of control where 0% means no effect; nearly all actives have a fitted effect of over 60% in size
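HEK293T cells expressing luciferase-tagged ELG1 were treated with compound or DMSO for 16 hr at 37°C. Luciferase activity was then read after 30 min with ONE-Glo at room temperature; rising signal flags genetic stress.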
TRPV1 agonist: HTS Assay for Compounds that Act as Agonists of the Vanilloid Receptor 1; Transient receptor potential cation channel subfamily V member 1 (Homo sapiens), Q8NER1; TRPV1-expressing cells, Fluo-8 calcium influx, agonist mode; activation, % at 8.33 µM; hit rate 0.19% among 320,000; AID 540275, 2011; in the data active means activation above about 80%; inconclusive means between about 30% and that limit; further: 0% is about no effect
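Cells expressing TRPV1 were dye-loaded with Fluo-8 and read kinetically: 10 s baseline, 3 min after compound (agonist portion), then 2 min after EC20 capsaicin (allosteric enhancer portion). Calcium-bound dye fluorescence at 480/520 nm.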
USP2a block: qHTS Assay for Inhibitors of Ubiquitin-specific Protease USP2a Using CHOP2 as the Reporter; USP2 core, Ub-CHOP2 coupled fluorogenic reporter, 485/531; Potency, µM (titrated, usually from 38.3 µM), for the others: at the highest dose activity change, negative = inhibition, hits mostly inhibitors; Ubiquitin carboxyl-terminal hydrolase 2 (Homo sapiens), O75604; hit rate 0.01% among 330,000; AID 463254, 2010;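 further: potency means the concentration at half of the fitted maximal effect; plate controls were DMSO wells for no effect and full inhibition by NEM control for full effect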
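USP2 core (10nM final) preincubated 30min RT with compound in 20mM Tris-HCl pH 8.0, 2mM CaCl2, 2mM beta-mercaptoethanol, 0.05% CHAPS; 25nM Ub-CHOP2 plus 25nM reporter substrate added, fluorescence (Ex485/Em531) read after 60min.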
p53 reactivation: qHTS assay for re-activators of p53 using a Luc reporter; AID 504706, 2011; H1299 p53-A138V BP100-luciferase reporter, luminescence, 24 h; hit rate 0.063% among 320,000; Potency, µM (doses to about 92.2 µM), without a hit: at the highest dose activity change, positive = activation, hits mostly activators; further: potency means the concentration at half of the fitted maximal effect; % of control where 0% means no effect; nearly all actives have a fitted effect of over 45% in size
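H1299 (p53-null), stable ts p53-A138V + BP100-Luc; 1000 cells/well, Opti-MEM/10% FBS; cpd 4 pt, 1:5; 24 h, 37 deg C, 5% CO2; detection reagent 10 min RT; luminescence.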
PTAP TSG101 blk: qHTS Assay for Iinhibitors of HIV-1 Budding by Blocking the Interaction of PTAP/TSG101 | Tumor susceptibility gene 101 protein (Homo sapiens), Q99816 | Fluorescence polarization, FITC-PTAP peptide / Tsg101 binding | Potency, µM (highest dose often 115 µM), for inactives: at the highest dose activity change, negative = inhibition, hits mostly inhibitors | 340,000 tested, under 10 active | AID 493005, 2010; active means well fitted inhibition curve with a large enough effect in the main read-out, with a control signal flat, not every such curve was filed as active; inconclusive means small, poorly fitted or top-dose-only effect, or effect the other way, or a change in a side signal; inactive means no such curve, though single readings can be large or run the other way; further: potency means the concentration at half of the fitted maximal effect; % of control where 0% means no effect
Target sequence (Q99816 whole entry, looked up): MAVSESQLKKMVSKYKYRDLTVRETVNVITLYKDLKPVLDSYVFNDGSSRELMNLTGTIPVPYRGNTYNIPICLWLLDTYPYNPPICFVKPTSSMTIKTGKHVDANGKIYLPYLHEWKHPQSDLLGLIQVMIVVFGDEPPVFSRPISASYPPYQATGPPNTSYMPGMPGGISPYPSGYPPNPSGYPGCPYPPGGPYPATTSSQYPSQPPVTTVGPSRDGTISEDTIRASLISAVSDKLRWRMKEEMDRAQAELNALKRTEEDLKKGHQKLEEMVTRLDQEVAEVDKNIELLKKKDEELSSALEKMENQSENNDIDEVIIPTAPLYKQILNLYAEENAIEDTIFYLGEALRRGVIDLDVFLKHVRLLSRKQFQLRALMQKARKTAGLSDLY
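Tsg101 binding domain (10 uM final) was mixed with compound and a FITC-labeled PTAP peptide (50 nM final) in HEPES pH 7.5 buffer with NaCl, Tween 20, EDTA and TCEP; fluorescence polarization was read after 20 min at r.t.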
ASM inhibitor: Inhibitors of Secretory Acid Sphingomyelinase (S-ASM): qHTS | Sphingomyelin phosphodiesterase (Homo sapiens), P17405 | placental ASM, HMU-PC fluorogenic substrate, 60 min | AID 504937, 2011 | hit rate 0.006% among 340,000 | Potency, µM (series often up to 57.5 µM), for inactives: at the top dose activity change, negative = inhibition, actives largely listed as inhibitors; further: potency means the concentration at half of the fitted maximal effect
Target sequence (P17405 47-631 limits assumed): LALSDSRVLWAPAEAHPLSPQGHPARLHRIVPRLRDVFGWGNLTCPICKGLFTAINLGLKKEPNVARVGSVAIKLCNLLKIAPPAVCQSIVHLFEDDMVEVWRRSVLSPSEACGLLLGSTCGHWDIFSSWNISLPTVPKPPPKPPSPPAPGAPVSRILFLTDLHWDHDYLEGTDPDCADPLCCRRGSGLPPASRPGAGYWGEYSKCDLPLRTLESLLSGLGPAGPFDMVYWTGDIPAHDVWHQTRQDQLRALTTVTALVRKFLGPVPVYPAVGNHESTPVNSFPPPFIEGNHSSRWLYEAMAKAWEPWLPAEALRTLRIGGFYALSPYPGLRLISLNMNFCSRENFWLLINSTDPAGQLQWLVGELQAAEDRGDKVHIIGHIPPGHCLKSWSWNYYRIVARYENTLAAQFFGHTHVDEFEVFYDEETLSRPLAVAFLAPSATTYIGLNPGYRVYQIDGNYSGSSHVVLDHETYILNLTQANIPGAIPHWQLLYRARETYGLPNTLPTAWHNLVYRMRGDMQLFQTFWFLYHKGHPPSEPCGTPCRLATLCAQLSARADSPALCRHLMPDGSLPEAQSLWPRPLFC
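Steps: dispense placental human ASM, pin compound, wait 10 min at room temperature, add HMU-PC0 substrate at 9 uM final, incubate 60 min at 37 °C, add stop solution raising pH to 10, read fluorescence.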
Integrin act MD: qHTS for Activators of Integrin-Mediated Alleviation for Muscular Dystrophy; alpha7betagal myoblasts, beta-gal FDG fluorescence, 48 h; Potency, µM (titrated, usually from 38.3 µM), without a hit: at the top dose activation, most hits filed as activators; hit rate 0.064% among 350,000; AID 624291, 2012;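 further: potency means the concentration at half of the fitted maximal effect; 100% = response of the positive control SU9516; nearly all actives have a fitted effect of over 60% in size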
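alpha7betagal+/- myoblasts (passage 13, 250/well) treated 48 h at 37C with compounds at 1:260 dilution of DMSO stock. Lysed, then beta-galactosidase activity read as FDG fluorescence (ex 480/em 540) after 30 min, with pre-read for autofluorescence.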
BRCA1 expr up: qHTS Assay to Identify Small Molecule Activators of BRCA1 Expression | hit rate 1.1% among 380,000 | MCF7-BRCA1-FFLuc reporter, luminescence, 48 h; response scale: scaled: vehicle 0%, 10 µM genistein 100% | AID 624202, 2012 | Potency, µM (top dose mostly 46.1 µM), inactives show top-dose activation, most hits filed as activators; further: potency means the concentration at half of the fitted maximal effect; nearly all actives have a fitted effect of over 80% in size; some results filed as inactive show a strong effect at the top dose
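MCF7-BRCA1-FFLuc cells, 2000/well in phenol-red-free MEM, attached 2 h then treated 48 h at 37 C. Luciferase luminescence read 15 min after reagent; normalized to genistein maximum activation (10microM) and DMSO, concentration-response fitted.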
uPA generation: qHTS for Inhibitors of Cell Surface uPA Generation; cell surface uPA generation assay, qHTS; Potency, µM (titrated, usually from 38.3 µM), inactives show top-dose activity change, negative = inhibition, most hits filed as inhibitors; hit rate 0.31% among 330,000; active means well fitted inhibition curve with a large enough effect; inconclusive means small, poorly fitted or top-dose-only effect; inactive means no such curve, though single readings can be large or run the other way; tested in mouse RAW 264.7 cells; further: potency means the concentration at half of the fitted maximal effect; on the % scale 0 is the no-effect control and ±100 the full control effect; nearly all actives have a fitted effect of over 55% in size
B2AR arrestin: qHTS assay of beta-arrestin-biased ligands of beta2-adrenergic receptor; beta-arrestin recruitment to beta2AR, cell-based reporter; AID 492947, 2010; hit rate 0.02% among 330,000; Potency, µM (titrated, usually from 46.1 µM), for inactives: top-dose activation, usual class: activators; Beta-2 adrenergic receptor (Homo sapiens), P07550;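 further: potency means the concentration at half of the fitted maximal effect; 0% = DMSO controls and full agonism = EC100 isoproterenol or metaproterenol; nearly all actives have a fitted effect of over 65% in size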
An asterisk follows results filed as active; u = inconclusive; x = not tested or not shown; [ ] = remark or other dose. Unless noted, the call rests on the fitted dose curve; in most records, active means well fitted curve in the direction sought with a large enough effect; inconclusive means small, poorly fitted or top-dose-only effect, or another doubt; inactive means no such curve, though single readings can be large; an effect the other way counts as inactive or inconclusive.

molecule	ELG1 genotox	ASM inhibitor	Integrin act MD	B2AR arrestin	Eya2 inh	uPA generation	USP2a block	PTAP TSG101 blk	TRPV1 agonist	BRCA1 expr up	p53 reactivation
NC(=O)CC(NC(=O)Cc1cccc2ccccc12)c1ccc(NCCOc2ccccc2)c([N+](=O)[O-])c1 (stereo unspecified)	1%	u	-41%	-1.2%	4%	u	7%	x	-3	-24%	-11%
CCc1cc2c(SCC(=O)Nc3ccc(NC(C)=O)cc3)ncnc2s1	0%	-2%	8%	-0.2%	-11%	12%	4%	2%	3	-9%	-1%
Cc1ccc(S(=O)(=O)N(C)C)cc1NC(=O)COC(=O)/C=C/c1ccc2ccccc2n1	-3%	-2%	-39%[inhibitor]	0.4%	3%	u	0%	-2%	-3	-13%	u
Cc1cc(N2CCN(C(=O)c3ccco3)CC2)nc(-c2ccccc2)n1	-6%	4%	-5%	0.3%	-4%	5%	4%	-13%	-3	-20%	-4%
CC(=O)NC(CCS(C)(=O)=O)C(=O)N1CCc2ccccc21 (stereo unspecified)	-6%	-1%	16%	-0.4%	1%	-7%	-1%	-5%	0	4%	10%
CCSc1nc(-c2ccc(OC)cc2)cc(-c2ccccc2)c1C#N	-4%	-1%	-9%[7.66 µM]	0.2%	4%	x	0%	-3%	0	-34%	-3%
O=C(CNC(=S)N(Cc1ccc(F)cc1)C1CCCCC1)NC1CC1	-4%	5%	11%[7.66 µM]	-0.3%	6%	x	-1%	-8%	u	-39%	-5%
CC(C)(C)c1ccc(C(=O)NCCC(=O)NNC(=O)COc2ccc(F)cc2)cc1	6%	5%	-24%	0.3%	-5%	-4%	2%	-3%	x	18%	0%
O=C(O)c1ccc2c(=O)n3c(nc2c1)/C(=C/c1ccccc1Br)CC3	3%	15%	-12%	-0.1%	-5%	-3%	0%	-1%	-3	2%	3%
CC(=NO)c1ccc2c(c1)Cc1cc([N+](=O)[O-])ccc1-2	x	-18%	-13%	x	x	-5%	x	-2%	x	5.6µM*	x
CC(=O)Nc1ccc(NC(=O)C2CCN(C(=O)c3cccs3)CC2)cc1	0%	2%	0%	0.0%	5%	14%	-2%	-8%	0	-11%	-2%
CCCCN(C(=O)Cn1nnc2ccccc21)C(C(=O)NCCOC)c1cccs1 (stereo unspecified)	-2%	-2%	10%	-0.1%	0%	2%	0%	-6%	-2	5%	0%
O=C(NCc1ccccn1)c1ccc(S(=O)(=O)Nc2ccccc2F)cc1	7%	-2%	-30%	0.0%	4%	2%	2%	3%	-5	4%	-3%
Cc1cc(NC(=O)c2ccc(Cl)cc2Cl)n(-c2ccccc2)n1	-3%	2%	3%	-1.1%	-2%	-19%	2%	-2%	x	8%	0%
COc1ccc(Cc2nc3c([nH]2)c(=O)n(C)c(=O)n3C)cc1OC	x	0%	0%	x	x	2%	x	-2%	x	-14%	x
O=S(=O)(N/N=C\C=C\c1ccccc1)c1ccc(Br)cc1	0%	-20%	0%	-0.7%	10%	-3%	2%	-12%	-2	-24%	8%
NNC(=O)c1ccc(COCC(F)(F)C(F)F)cc1	-2%	-1%	-4%	-0.1%	5%	4%	-1%	-6%	u	0%	-3%
O=C(CC12CC3CC(CC(C3)C1)C2)NCc1ccncc1	0%	-4%	22%	0.0%	-6%	-5%	2%	x	u	19%	-2%
O=C(O)/C=C/c1ccccc1Oc1ccc(Cl)cc1Cl	1%	1%	0%	-0.2%	0%	-6%	9%	-3%	0	-38%	-5%
CCOc1ccc(CCNC(=O)CCC(=O)Nc2ccc3nc(N4CCN(C)CC4)cc(C)c3c2)cc1OCC	0%	x	0%	0.3%	14%	-5%	0%	-8%	-4	7%	5%
O=C(Nc1ccc(C(F)(F)F)cc1)C1(c2ccccc2)CC1	1%	3%	-5%	-0.2%	2%	3%	3%	-6%	15	8%	10%
CCOc1ccc(CCNC(=O)CN2C(=O)NC3(CCCCCC3)C2=O)cc1OCC	-4%	2%	5%	-0.7%	-20%	11%	0%	-2%	1	-15%	5%
CCOC(=O)N1CCN(C(=O)c2ccc(NS(=O)(=O)c3ccc(F)cc3)cc2)CC1	-4%	0%	10%	0.0%	2%	2%	2%	0%	0	-2%	-2%
Cc1cccc2c1-c1sc(C(=O)Nc3ccccc3N3CCN(C)CC3)cc1CO2	-8%	58%[activator]	-72%[inhibitor]	-0.1%	-1%	2%	-3%	-4%	10	-85%	-9%
COc1ccc(-c2noc(CN(C)C(=O)c3ccoc3C)n2)cc1OC	5%	3%	39%	-0.2%	10%	6%	3%	-1%	2	16%	-1%
CC(OC(=O)CCSc1ccccc1)C(=O)Nc1ccc(S(N)(=O)=O)cc1 (stereo unspecified)	1%	-3%	8%	-0.1%	3%	1%	0%	-4%	24	-19%	-1%
CN(C(=O)c1cccc(Cl)c1)C1CCCN(Cc2ccccc2F)C1 (stereo unspecified)	-4%	0%	10%	-0.7%	10%	u	-1%	-3%	1	-16%	x
O=C(N/N=C/c1ccc2c(c1)OCO2)c1cccs1	7.3µM*	-2%	5%	0.4%	-2%	-9%	2%	-7%	u	u	u
CCC(Sc1ncnc2c1c(-c1ccccc1)cn2-c1ccc(OC)cc1)C(=O)OC (stereo unspecified)	-1%	-3%	17%	0.1%	0%	-4%	5%	0%	13	-30%	-7%
CC(OC(=O)c1ccco1)C(=O)NCc1ccc2c(c1)OCO2 (stereo unspecified)	5%	-1%	-24%	-0.9%	u	5%	-1%	-6%	-2	-3%	0%
Cc1ccc(Nc2nc3ccc(Cl)cc3n3cnnc23)cc1F	0%	-2%	22%	-0.1%	-25%	-2%	0%	-6%	5	-36%	4%
COc1ccc(-c2nc(C#N)c(NC(C)c3ccccc3)o2)cc1OC (stereo unspecified)	0%	-8%	3%	0.2%	-10%	1%	0%	-1%	18	-27%	-1%
CCN(C(=O)CSc1nnnn1-c1ccccc1)C1CCS(=O)(=O)C1 (stereo unspecified)	4%	1%	11%	0.1%	-13%	3%	0%	1%	-9	-2%	1%
Cc1cccc(-n2c(-c3ccc(Br)o3)n[nH]c2=S)c1	x	4%	22%	x	x	9%	x	2%	x	22%	x
CCN(CC)CCNC(=O)c1ccc(NC(=O)c2ccc3c(c2)CCC3)cc1	12%	-2%	-73%[inhibitor]	0.0%	4%	-11%	0%	-1%	27	43%	9%
Cc1nnc(SCCn2c(N3CCC(Cc4ccccc4)CC3)nc3c2c(=O)[nH]c(=O)n3C)s1	-9%	0%	-19%	0.1%	11%	-2%	-2%	-6%	11	-33%	-1%
COc1cccc(N(C(=O)c2cnccn2)C(C(=O)NC2CCCCC2)c2ccc(Cl)cc2)c1 (stereo unspecified)	4%	4%	4%	-0.3%	-2%	-1%	0%	-5%	18	-12%	3%
COC(=O)c1ccc(CSCC(=O)Nc2cc(OC)cc(OC)c2)o1	0%	2%	u	8.4%	4%	-4%	4%	-2%	0	0%	-2%
COC(=O)C(C(=O)OC)C(CC(=O)c1ccc(C)cc1)c1cc(OC)c(OC)c(OC)c1 (stereo unspecified)	3%	5%	-44%	-0.5%	-2%	-25%	4%	-5%	3	-2%	-7%
CCN(CC)Cc1c(O)ccc2occ(C(=O)c3ccccc3)c12	5%	-2%	-28%	0.1%	-8%	-21%	-1%	0%	5	50%	x
CCCCC1=NN2CCS(=O)(=O)N=C2S1	0%	2%	5%	-0.7%	-7%	7%	-1%	-2%	0	3%	2%
CCCC(=O)NCCc1cc2c(C)ccc(C)c2[nH]c1=O	0%	5%	24%	-0.2%	2%	12%	2%	-5%	-1	-4%	-2%
COc1ccc(N2CCN(C3CCCN(Cc4cccc(C(C)=O)c4)C3)CC2)cc1 (stereo unspecified)	-5%	0%	0%	-0.1%	u	1%	-1%	-4%	0	7%	x
Cc1nn(CC(=O)NCCCc2ccccc2)c(=O)c2cc3occc3n12	-1%	-4%	2%	-0.2%	-4%	-2%	1%	0%	1	1%	-5%
